Source: PubChem BioAssay
CIT2-GFP yeast = modulators of CIT2-GFP expression in yeast, primary screen, S. cerevisiae, GFP fusion, multiplex flow cytometry, MLPCN library | GFP response vs DMSO, % at 10 µM | AID 2029, 2009 | S. cerevisiae CIT2-GFP strain, 3 h; 100 means same as DMSO wells | actives 0.065% (n = 320,000);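 active = GFP response relative to DMSO above a set limit, near the screen mean plus 3 SD, cut at about 150% in these data; inconclusive = Fewer than 70 cells measured for a yeast strain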;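 also: ratio of well median GFP fluorescence to mean of DMSO wells on the plate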
RPL19A-GFP yeast = RPL19A-GFP expression modulators in yeast, primary screen, cell-based, S. cerevisiae, multiplex flow cytometry, MLPCN; actives 0.3% (n = 330,000); S. cerevisiae RPL19A-GFP strain, 3 h; active compounds read low; percent response vs DMSO, % at 10 µM;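 active = percent response vs DMSO below 50%; inconclusive = fewer than 70 events counted for the yeast strain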;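 also: median channel GFP fluorescence of the barcoded RPL19A-GFP strain; ratio of sample median GFP to plate DMSO average so 100% = DMSO; lower means less RPL19A-GFP as with rapamycin TOR inhibition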
proCasp3 act = activators of human procaspase-3 D3A mutant, primary screen, biochemical, absorbance, PC-3 D3A mutant, single concentration; recombinant procaspase-3 D3A, Ac-DEVD-pNA absorbance 405 nm; AID 463141, 2010; actives 0.11% (n = 330,000); activation, % at 8.5 µM;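 active = activation above the mean of all tested compounds plus 3 SD, cut at about 21% in these data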;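 also: 0% = DMSO alone and 100% = DMSO wells spiked with extra 5 µM PC-3 D3A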
Target sequence (P42574 whole entry D9A/D28A/D175A): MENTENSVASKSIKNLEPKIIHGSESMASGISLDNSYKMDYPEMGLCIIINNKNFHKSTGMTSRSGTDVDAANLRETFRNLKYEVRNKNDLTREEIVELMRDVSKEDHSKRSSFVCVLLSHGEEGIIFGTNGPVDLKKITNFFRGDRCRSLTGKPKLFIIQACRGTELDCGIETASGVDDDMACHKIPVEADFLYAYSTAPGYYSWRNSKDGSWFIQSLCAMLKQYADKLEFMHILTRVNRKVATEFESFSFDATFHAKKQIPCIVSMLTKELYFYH
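Assay system – Procaspase-3 D3A mutant, all three cleavage aspartates alanine · Controls – DMSO-only low control, 5 µM PC-3 D3A high control · Schedule – 1 h compound preincubation, 2 h substrate hydrolysis at 25 °C · Signal – 405 nm absorbance of p-nitroaniline, reads at 0 and 120 min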
AGP1-GFP MLPCN = modulators of AGP1-GFP expression in yeast TOR pathway, primary screen, cell-based, multiplex flow cytometry, S. cerevisiae, MLPCN library. GFP response vs DMSO, % at 10 µM. AID 2066, 2009. actives 0.02% (n = 320,000). 3 h; GFP as percent of DMSO wells;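 active = GFP response relative to DMSO above a set limit, near screen average plus 3 SD, cut at about 150% in these data; inconclusive = fewer than 70 cells counted for the yeast strain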;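 also: median GFP channel fluorescence of the gated AGP1 strain per well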
AHR activator = AHR activators, primary screen, cell-based, luminescence, luciferase reporter, human | AID 2796, 2010 | actives 2.5% (n = 320,000) | activation, % at 5 µM | AHR-responsive luciferase reporter cells | Aryl hydrocarbon receptor (Homo sapiens), P35869; in the data active = activation above about 47%;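 also: 0% = vehicle wells and 100% = reference agonist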
MEP2 TOR yeast = modulators of MEP2-GFP levels in yeast, primary screen, S. cerevisiae, multiplex flow cytometry, MLPCN library. GFP response vs DMSO, % at 10 µM. S. cerevisiae MEP2-GFP strain, 3 h; 100% = DMSO control level. actives 0.51% (n = 330,000);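 active = GFP response versus DMSO above a set limit, roughly screen mean plus 3 SD, cut at about 180% in these data; inconclusive = fewer than 70 cells counted for a yeast strain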;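 also: median GFP fluorescence of the barcode-gated MEP2-GFP cells per well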
procasp7 counter = procaspase-7 activators, primary screen, counter-screen for procaspase-3 activator project, biochemical, absorbance, HTS, human | Caspase-7 (Homo sapiens), P55210 | recombinant procaspase-7, Ac-DEVD-pNA absorbance 405 nm; D23A/D198A/D206A triple mutant, cannot self-cleave; scale: DMSO 0, 5 µM enzyme 100 | activation, % at 8.5 µM | actives 0.093% (n = 330,000) | AID 463210, 2010;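 active = percent activation above the screen-wide mean plus 3 SD, cut at about 25% in these data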
Target sequence (P55210 whole entry D23A/D198A/D206A): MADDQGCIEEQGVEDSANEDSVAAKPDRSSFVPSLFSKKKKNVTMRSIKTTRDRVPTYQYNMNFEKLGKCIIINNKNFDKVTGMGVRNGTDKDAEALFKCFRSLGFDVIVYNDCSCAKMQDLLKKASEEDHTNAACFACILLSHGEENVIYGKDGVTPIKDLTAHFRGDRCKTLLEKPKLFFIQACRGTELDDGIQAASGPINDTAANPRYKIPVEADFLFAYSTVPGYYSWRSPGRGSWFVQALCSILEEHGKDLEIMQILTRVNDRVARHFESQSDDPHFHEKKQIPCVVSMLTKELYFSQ
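Assay system: Uncleavable procaspase-7 mutant enzyme | Input: 2 µM procaspase-7 mutant as dispensed | Timing: 1 h compound preincubation, 2 h substrate cleavage, 25 °C | Repeats: One well per compound | Control set: DMSO wells as 0%, DMSO with 5 µM added PC-7 as 100% | Technique: Epi-absorbance of released pNA at 405 nm, two timepoints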
LAP4-GFP MLPCN = modulators of LAP4-GFP expression in yeast, primary screen, S. cerevisiae, multiplex flow cytometry, MLPCN library; actives 0.34% (n = 320,000); 3 h; median GFP as percent of DMSO wells; GFP response vs DMSO, % at 10 µM;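 active = GFP response vs DMSO above a set limit, about the screen mean plus 3 SD, cut at about 150% in these data; inconclusive = under 70 cell events counted for the yeast strain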
Active calls of the source: *; u = inconclusive; x = not tested or not shown. Hits appear at their usual frequency; 3.5% or so of the library scored in one or more.

1) Cc1cccc(NC(=O)C(C)SCc2nc3sc(C)c(C)c3c(=O)[nH]2)n1 (stereo not drawn)
2) Nc1ccc(-c2cc(N)n(-c3ccccc3)n2)cc1
3) O=C(NC(=S)NCc1ccccc1)C1CCCCC1
4) Cc1ccc(COC(=O)c2nn(C)c(=O)c3ccccc23)cc1
5) CCN1C(=O)c2cccc3c(S(=O)(=O)Nc4c(C)n(C)n(-c5ccccc5)c4=O)ccc1c23
6) COc1ccc(/C=N/O)cc1COc1ccc(NC(C)=O)cc1
7) COC(=O)c1ccc(Oc2nc(C(N)=O)cc(-c3ccccc3)n2)cc1
8) Cc1ccc(C(=O)NC2CCCCC2)cc1

Assay by compound | 1 | 2 | 3 | 4 | 5 | 6 | 7 | 8
CIT2-GFP yeast | 103 | 108 | 94 | 90 | 99 | x | 90 | 62
RPL19A-GFP yeast | 101 | 102 | 100 | 83 | 100 | 103 | 97 | 107
proCasp3 act | 9 | -2 | -5 | 4 | -4 | -2 | -2 | -3
AGP1-GFP MLPCN | 106 | x | 108 | u | 99 | 110 | 105 | 74
AHR activator | 7 | 3 | -2 | 0 | -1 | 12 | 3 | 4
MEP2 TOR yeast | 108 | 110 | 97 | u | 100 | 102 | 91 | 93
procasp7 counter | 0 | 12 | -9 | 0 | 2 | 1 | 3 | -7
LAP4-GFP MLPCN | 111 | 106 | 107 | 82 | 96 | 108 | 82 | 92

9) Cc1cc(C)c(NC(=S)NC(=O)c2c(Cl)c(C)nn2C)c([N+](=O)[O-])c1
10) COc1cccc(SCc2noc(C(=O)NCCCN3CCOCC3)c2C(=O)NCCCN2CCOCC2)c1
11) CC(C)c1ccc(/C=N/NC(=O)c2nnn(-c3nonc3N)c2CSC2=NCCS2)cc1
12) CSc1ccccc1C(=O)N(CC1CCCO1)c1c(N)n(Cc2ccccc2)c(=O)[nH]c1=O (stereo not drawn)
13) CCCCOC(=O)Nc1ccc(N2CCCCC2)cc1
14) CC(C)Cc1csc(NC(=O)c2ccc(F)cc2)c1C(=O)O
15) Cc1cc(NC(=O)C2Oc3ccccc3OC2C)no1 (stereo not drawn)
16) CC1CC(C)CN(C(=O)CSc2nc(Cc3cccs3)nc3ccccc23)C1 (stereo not drawn)

Assay by compound | 9 | 10 | 11 | 12 | 13 | 14 | 15 | 16
CIT2-GFP yeast | 105 | 96 | 99 | 97 | 91 | 101 | 101 | 101
RPL19A-GFP yeast | 104 | 107 | 103 | 93 | 100 | 104 | 102 | 100
proCasp3 act | -2 | 1 | -3 | -5 | -1 | 13 | 8 | 7
AGP1-GFP MLPCN | 101 | 95 | 94 | 102 | 109 | 98 | 104 | 110
AHR activator | 0 | -1 | -1 | 2 | 0 | 1 | 16 | 2
MEP2 TOR yeast | 108 | 97 | 97 | 95 | 91 | 97 | 104 | 107
procasp7 counter | -4 | 7 | -17 | 9 | 2 | 0 | -12 | 7
LAP4-GFP MLPCN | 105 | 111 | 90 | 102 | 112 | 90 | 91 | 104

17) NC(=O)C1(N2CCCCC2)CCN(C(=O)c2ccc(C#Cc3ccccc3)o2)CC1
18) Cc1cc2c(NC(=O)Nc3ccc(C(F)(F)F)cc3)cccc2nn1
19) CC(C)[C@H](NC(=O)c1ccc(Cl)cc1Cl)C(=O)NNC(=O)c1ccco1
20) COc1ccc(NC(=O)C(=O)NCCC2CCCCN2S(=O)(=O)c2ccc(F)cc2)cc1 (stereo not drawn)
21) CC(=O)Nc1ccccc1C(=O)C(=O)Nc1cccc(C(=O)NCC2CCCO2)c1 (stereo not drawn)
22) CN1CCN(NC(=O)Nc2ccc(Br)cc2Cl)CC1
23) CCCCN(C(=O)c1cc(Cl)nc2ccccc12)c1c(N)n(CCCC)c(=O)[nH]c1=O
24) COc1ccccc1N1CCN(CC(=O)Nc2nc(C)c(C(=O)N(C)C)s2)CC1

Assay by compound | 17 | 18 | 19 | 20 | 21 | 22 | 23 | 24
CIT2-GFP yeast | 105 | 96 | 109 | 93 | 95 | 82 | 102 | 103
RPL19A-GFP yeast | 107 | 103 | 103 | 95 | 100 | 116 | 96 | 107
proCasp3 act | 10 | -21 | 3 | -8 | 0 | x | 11 | 7
AGP1-GFP MLPCN | 110 | 104 | 103 | 100 | 103 | 87 | 101 | 102
AHR activator | 1 | 55* | 4 | 2 | 2 | x | 4 | 0
MEP2 TOR yeast | 102 | 105 | 114 | 94 | 91 | 94 | 95 | 109
procasp7 counter | 6 | -19 | 10 | 0 | 2 | x | -6 | 3
LAP4-GFP MLPCN | 102 | 109 | 97 | 101 | 97 | 73 | 100 | 99

25) N#Cc1ccc(-c2cccnc2)nc1SCC(N)=O
26) C=CCNC(=O)CC(=O)N/N=C/c1cccc(Br)c1
27) C/C(CC(=O)Nc1ccc(Cl)cc1Cl)=N\NC(=O)C(=O)NCCO
28) Cn1c(=O)oc2cc(S(=O)(=O)N3CCCc4ccccc43)ccc21
29) COc1cccc(CN2CCN(Cc3cccn3-c3cccnc3)CC2CCO)c1 (stereo not drawn)
30) CCOc1ccc(NC(=O)CSc2ccc(-c3ccco3)nn2)cc1
31) CCN1/C(=C/c2ccc3ccccc3[n+]2CCCS(=O)(=O)[O-])C=Cc2cc(C)ccc21
32) CC(=O)N1[C@H](C)C=C[C@]1(Cc1ccccc1)C(=O)NCCc1c[nH]c2ccccc12

Assay by compound | 25 | 26 | 27 | 28 | 29 | 30 | 31 | 32
CIT2-GFP yeast | 108 | 100 | 106 | 94 | 99 | 93 | 94 | 104
RPL19A-GFP yeast | 104 | 91 | 102 | 95 | 104 | 102 | 99 | 99
proCasp3 act | -10 | 5 | 1 | 2 | 4 | 2 | x | 3
AGP1-GFP MLPCN | 110 | 98 | 102 | 93 | 104 | 95 | 94 | 97
AHR activator | 7 | 6 | 1 | 2 | 5 | 5 | x | 13
MEP2 TOR yeast | 101 | 99 | 99 | 94 | 104 | 92 | 101 | 100
procasp7 counter | 2 | 4 | 0 | 5 | 0 | 0 | x | -15
LAP4-GFP MLPCN | 117 | 88 | 91 | 95 | 93 | 105 | 84 | 92

3 entries already listed, arranged by their value in CIT2-GFP yeast, high to low:
#	Structure	CIT2-GFP yeast
15	Cc1cc(NC(=O)C2Oc3ccccc3OC2C)no1 (stereo not drawn)	101
29	COc1cccc(CN2CCN(Cc3cccn3-c3cccnc3)CC2CCO)c1 (stereo not drawn)	99
10	COc1cccc(SCc2noc(C(=O)NCCCN3CCOCC3)c2C(=O)NCCCN2CCOCC2)c1	96

(continued)
33) COc1ccccc1NC(=S)N(Cc1ccc(C(=O)O)cc1)Cc1ccc(OC)c(OC)c1
34) CN1C=CC2=C(C#N)C(N)C(C#N)(C#N)C(c3ccccc3)C2C1 (stereo not drawn)
35) CCCn1c(SCCc2ccccc2)nc2c1c(=O)[nH]c(=O)n2C
36) CCOC(=O)C1CCN(C(=O)c2cc3ccc(OC)cc3[nH]2)CC1
37) O=c1c(Cc2ccc(Cl)cc2Cl)c(O)ccn1Cc1ccc(Cl)cc1
38) Cc1ccc(C(=O)N2C(CC(=O)Nc3ccc(Cl)cc3)C(=O)NC3CCCCC32)cc1 (stereo not drawn)
39) Cc1c([N+](=O)[O-])cc(C(=O)Oc2ccc(Br)cc2C(=S)N2CCCCC2)cc1[N+](=O)[O-]
40) Cn1c(=O)c2cc(S(=O)(=O)Nc3cccc(F)c3)ccc2n(C)c1=O

Assay by compound | 33 | 34 | 35 | 36 | 37 | 38 | 39 | 40
CIT2-GFP yeast | 87 | 96 | 93 | 104 | 104 | 101 | 91 | 84
RPL19A-GFP yeast | 98 | 99 | 100 | 104 | 95 | 101 | 101 | 98
proCasp3 act | 5 | 1 | -9 | 3 | -3 | -1 | -6 | 4
AGP1-GFP MLPCN | 97 | 103 | 104 | 98 | 103 | 111 | 98 | 95
AHR activator | 2 | 7 | 1 | 9 | 1 | 0 | 2 | 0
MEP2 TOR yeast | 93 | 101 | 104 | 112 | 97 | 102 | 104 | 95
procasp7 counter | 15 | 0 | -4 | 7 | -3 | 0 | 2 | 6
LAP4-GFP MLPCN | 110 | 100 | 119 | 98 | 100 | 104 | 102 | 98

41) CCNC(=S)N/N=C(\C)c1ccc2ccccc2c1OC(F)F
42) CC(=O)N(/N=C1/C(=O)Nc2ccccc21)c1ccccc1
43) O=C1NCCCC2c3c(cc(Br)c(O)c3Br)OC12N1CCOCC1 (stereo not drawn)
44) Cc1ccc(C(=O)N/C(=C\c2cccc([N+](=O)[O-])c2)C(=O)NC(Cc2ccccc2)C(=O)O)cc1 (stereo not drawn)
45) O=C(OCc1c(-c2ccccc2)ncc2ccccc12)c1ccc(Cl)cc1Cl
46) Cc1cccc(NC(=O)CN2CCN(C(=O)C3CCC3)CC2)c1C
47) c1ccc(OCCOCCN2CCOCC2)cc1
48) Cc1oc(-c2ccc(Cl)cc2)nc1CN1CCCN(C(=O)c2ccco2)CC1
49) CCOC(=O)c1nnn(-c2nonc2N)c1-c1ccc(Br)cc1
50) Nc1c(S(=O)(=O)c2cccc(Cl)c2)c2nc3ccccc3nc2n1CCN1CCOCC1
51) CCCCCOc1ccc(CN2CCOCC2)cc1Cl

Assay by compound | 41 | 42 | 43 | 44 | 45 | 46 | 47 | 48 | 49 | 50 | 51
CIT2-GFP yeast | 98 | 95 | x | 107 | 88 | 101 | 118 | 100 | 93 | 88 | 109
RPL19A-GFP yeast | 109 | 89 | 101 | 103 | 96 | 99 | 112 | 101 | 95 | 97 | 101
proCasp3 act | 5 | 2 | -27 | 1 | 6 | 5 | -6 | -3 | 5 | 5 | 1
AGP1-GFP MLPCN | 98 | 97 | 95 | 105 | 96 | 102 | 112 | 101 | 94 | 101 | 100
AHR activator | 3 | 32 | 0 | 2 | 4 | 2 | -1 | 17 | 2 | -1 | 10
MEP2 TOR yeast | 99 | 95 | 97 | 111 | 86 | 108 | 113 | 103 | 89 | 97 | 103
procasp7 counter | 8 | 0 | -23 | -1 | 6 | -9 | -4 | 14 | 3 | -7 | -2
LAP4-GFP MLPCN | 96 | x | 101 | 110 | 105 | 104 | 104 | 103 | 96 | 101 | 102

Entries from the list above that contain a COOH group (three):
14) CC(C)Cc1csc(NC(=O)c2ccc(F)cc2)c1C(=O)O
33) COc1ccccc1NC(=S)N(Cc1ccc(C(=O)O)cc1)Cc1ccc(OC)c(OC)c1
44) Cc1ccc(C(=O)N/C(=C\c2cccc([N+](=O)[O-])c2)C(=O)NC(Cc2ccccc2)C(=O)O)cc1 (stereo not drawn)

Assay by compound | 14 | 33 | 44
CIT2-GFP yeast | 101 | 87 | 107
RPL19A-GFP yeast | 104 | 98 | 103
proCasp3 act | 13 | 5 | 1
AGP1-GFP MLPCN | 98 | 97 | 105
AHR activator | 1 | 2 | 2
MEP2 TOR yeast | 97 | 93 | 111
procasp7 counter | 0 | 15 | -1
LAP4-GFP MLPCN | 90 | 110 | 110
